Source: PubChem (several laboratories)
TMEM16A act = activates or potentiates the mouse TMEM16A chloride channel; actives 0.3% (n = 340,000); HEK293 TMEM16A/YFP-H148Q/I152L, iodide quench fluorescence; stronger effect = lower value; B-score at 10 µM;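 active means fluorescence-ratio B-score plate-corrected deviation score at least 3 library SD below zero, with starting fluorescence score within 5 deviations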;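 further: channel opened by trigger with iodide after compound preincubation; score built on the fluorescence ratio of max minus min over baseline; more negative score means more quench and so TMEM16A activation or potentiation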
KCNQ1 inh = human KCNQ1 channel inhibition. B-score at 10 µM. CHO-K1 KCNQ1, FluxOR thallium flux fluorescence; stronger effect = higher value. AID 2642. P51787. actives 1.3% (n = 310,000);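 active means compounds whose thallium flux B-score, printed positive for inhibition, exceeds three library SD while starting fluorescence stays within three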;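 further: channel opened by potassium depolarization with thallium stimulus after 20 min compound exposure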
Target sequence (P51787 whole entry, looked up): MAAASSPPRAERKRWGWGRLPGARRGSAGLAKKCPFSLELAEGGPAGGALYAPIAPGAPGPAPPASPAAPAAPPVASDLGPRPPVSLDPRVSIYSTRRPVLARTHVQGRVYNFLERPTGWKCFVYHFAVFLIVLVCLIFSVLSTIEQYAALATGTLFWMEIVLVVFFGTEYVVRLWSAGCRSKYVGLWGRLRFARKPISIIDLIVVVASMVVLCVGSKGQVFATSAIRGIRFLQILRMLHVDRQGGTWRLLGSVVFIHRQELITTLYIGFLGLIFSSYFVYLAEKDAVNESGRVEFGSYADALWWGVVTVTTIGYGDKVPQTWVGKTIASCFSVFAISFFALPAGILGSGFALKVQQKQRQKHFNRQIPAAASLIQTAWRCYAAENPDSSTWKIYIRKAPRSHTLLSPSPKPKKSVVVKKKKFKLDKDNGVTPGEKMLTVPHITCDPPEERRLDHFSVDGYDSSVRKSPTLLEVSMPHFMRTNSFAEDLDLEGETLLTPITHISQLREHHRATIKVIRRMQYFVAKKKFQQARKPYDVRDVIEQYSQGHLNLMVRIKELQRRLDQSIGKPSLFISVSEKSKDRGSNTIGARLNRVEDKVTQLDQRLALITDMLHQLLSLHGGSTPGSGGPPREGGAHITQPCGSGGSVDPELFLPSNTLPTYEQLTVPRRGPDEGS
ANO1 block = blocks the mouse calcium-activated chloride channel TMEM16A; actives 1.2% (n = 310,000); normalized B-score (activity score, 25-100; higher = stronger inhibition) at 10 µM; HEK293 TMEM16A/YFP iodide influx fluorescence, ionomycin; Q8BHY3;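 active means ratio plate-corrected score three or more library SD toward inhibition, starting fluorescence score within five deviations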;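 further: score derived from kinetic fluorescence span divided by baseline fluorescence per well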
HDAC3 inh = human HDAC3 inhibition; O15379; recombinant HDAC3, fluorogenic peptide/trypsin coupled, fluorescence; inhibition, % at 8.3 µM; actives 0.15% (n = 320,000); in the data active means inhibition above about 26%, passing the limit was not always enough
RGS4 act = RGS4 potentiation or activation. B-score at 10 µM. HEK293 M3R/inducible RGS4, carbachol calcium flux Fluo4; stronger effect = lower value. actives 0.92% (n = 310,000);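 active means B-score of the integrated calcium signal more than 4 SD below the library mean, with starting fluorescence not abnormally high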;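 further: negative B-score means reduced calcium response which marks RGS4 activation or potentiation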
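Material: Inducible-RGS4 HEK293 cells carrying M3 receptor; also added: carbachol at ECmax as muscarinic agonist stimulus; incubation: compound preincubation 20 min at room temperature before agonist; signal: Fluo4-AM (2 µM) calcium-flux fluorescence, kinetic read; measure: integrated calcium ratio converted to B score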
RGS4 block = human RGS4 inhibition; P49798; HEK293 M3R/RGS4 inducible, Fluo-4 calcium flux; stronger effect = higher value; triggered by carbachol at its EC20; B-score at 10 µM; actives 0.45% (n = 310,000); AID 463165;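 active means B-score, a plate-corrected calcium signal, over three deviations above library mean, with baseline fluorescence within five deviations of library mean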;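 further: RGS4 expression induced by doxycycline in cells with stable M3 receptor; B-score is computed from the integrated fluorescence ratio over baseline after carbachol; higher B-score means a larger calcium signal and so more RGS4 inhibition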
Target sequence (P49798 whole entry, looked up): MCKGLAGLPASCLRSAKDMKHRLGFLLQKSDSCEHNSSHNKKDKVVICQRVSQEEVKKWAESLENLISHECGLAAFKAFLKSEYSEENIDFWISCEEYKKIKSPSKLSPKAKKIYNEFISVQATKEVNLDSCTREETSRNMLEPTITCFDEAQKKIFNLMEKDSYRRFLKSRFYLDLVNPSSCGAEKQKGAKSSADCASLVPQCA
hERG rescue = hERG (human) protection from proarrhythmic block; Q12809; CHO-hERG, FluxOR thallium flux, dofetilide IC70 present; activation (rescue from dofetilide block), less the hit threshold, % at 10 µM; actives 0.51% (n = 310,000); AID 1511;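 active means activation above the mean of controls blocked by dofetilide plus 5 SD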;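 further: thallium influx through hERG after potassium depolarization seen as dye fluorescence rise; in these data hits start at about 4.7%; inactives centre near -7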
KCNK9 block = inhibitors of human KCNK9 two-pore domain potassium channel. actives 1.2% (n = 310,000). Q9NPC2. HEK293 KCNK9, FluxOR thallium flux fluorescence; stronger effect = lower value. B-score at 10 µM;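 active means ratio B-score over 3 SD below the library mean, with starting fluorescence within 5 SD of its mean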;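 further: negative B-score means less thallium flux so channel inhibition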
KCNK3 inh = human KCNK3 channel inhibition, primary screen; O14649; CHO-KCNK3 thallium flux, FluxOR fluorescence; stronger effect = lower value; B-score at 10 µM; actives 0.84% (n = 340,000); AID 602410;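 active means B-score under library mean minus 4 SD, starting fluorescence ratio at most library mean plus 5 SD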;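 further: more negative B-score means stronger inhibition of thallium flux through KCNK3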
SKKanGAS inh = blocks kanamycin growth of S. pyogenes SKKanGAS strain. BacTiter-Glo, 6 h. inhibition, % at 7.5 µM. actives 1.3% (n = 300,000). AID 1662;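 active means mean replicate score, as percent of positive control median, at least 50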;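 further: strain carries kanamycin resistance gene driven by streptokinase promoter and grows in 40 µg/ml kanamycin; loss of luminescence reflects streptokinase promoter inhibition or plain growth inhibition; 0% = median of DMSO wells and 100% = positive control at its reference dose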
KCNQ1 act = human KCNQ1 channel potentiation or activation; B-score at 10 µM; CHO-K1 KCNQ1, thallium flux FluxOR fluorescence; stronger effect = higher value; actives 0.35% (n = 310,000);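 active means fluorescence ratio B-score, a plate-corrected score, at least three library SD, with initial intensity B-score within 5 SD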
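Medium – assay buffer, equal DMSO in all wells · Material – CHO-K1 cell line with stable KCNQ1 potassium channel expression · Signal – kinetic FluxOR thallium fluorescence, 10-s 1-Hz baseline, 110-s post-stimulus read · Compound – single concentration per compound, DMSO matched to controls · Schedule – 37 °C overnight plating, 90-min dark dye load, 20-min compound pretreatment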
An asterisk follows results filed as active; i = inactive; nt = no result given.

smiles	TMEM16A act	KCNQ1 inh	ANO1 block	HDAC3 inh	RGS4 act	RGS4 block	hERG rescue	KCNK9 block	KCNK3 inh	SKKanGAS inh	KCNQ1 act
CC(C)NS(=O)(=O)c1ccc(Oc2ncc(C(F)(F)F)cc2Cl)cc1	i	i	i	0.9	i	i	-8.0	i	i	-0.2	i
COc1ccc(S(=O)(=O)N(C)CC(=O)NCCC2=CCCCC2)cc1	i	i	i	-10.2	i	i	-6.8	i	i	5.0	i
c1ccc(-c2csc3ncnc(NCCN4CCOCC4)c23)cc1	i	i	i	-4.5	i	i	-15.6	i	i	-3.9	i
CC(=O)Nc1ccc(NC(=O)C2CCN(C(=O)c3ccc([N+](=O)[O-])cc3)CC2)cc1	i	i	i	-1.9	i	i	-10.4	i	i	1.1	i
CCCNC(=O)COC(=O)c1ccc(OCC(=O)Nc2ccccc2OC)c(OC)c1	i	i	i	1.6	i	i	-2.8	i	i	1.3	i
Nc1nc2c(Cl)cc(Cl)cc2s1	i	i	i	-3.9	i	i	-4.8	i	i	-2.8	i
Cc1cccc(Sc2nc(-c3ccccc3)ccc2C#N)c1	i	i	i	2.7	i	i	-15.3	-6.59*	i	0.6	i
CC1Cc2cc(S(=O)(=O)CCC(=O)NCc3ccco3)ccc2N1C(=O)C1CC1 (stereo not given)	i	i	i	-2.1	i	i	-5.5	i	i	-0.6	i
COc1cc2c(cc1NC(=O)C(C)OC(=O)c1ccc(S(=O)(=O)Nc3ccccc3Cl)cc1)oc1ccccc12 (stereo not given)	i	i	i	1.4	i	i	-13.7	i	i	22.7	i
O=C1OC(/C=C/c2ccccc2)=NC/1=C\c1cccnc1	i	i	i	4.7	i	i	-6.5	i	i	-18.4	i
CC1CCc2sc(C(=O)N(C)CC(=O)Nc3ccc(N4CCOCC4)cc3)cc2C1 (stereo not given)	i	i	i	8.9	i	i	-8.8	i	i	0.8	i
COc1cccc(C(C(=O)NC2CCCC2)N(C(=O)c2ccco2)c2ccc(C(C)=O)cc2)c1OC (stereo not given)	i	i	i	0.5	i	i	-9.8	i	i	-10.1	i
Cc1nn(C)cc1C(N)=O	i	i	i	0.6	i	i	-0.8	i	i	-1.7	i
Cc1ccc(NC(=O)CSCc2cc(=O)n3ccsc3n2)c(C)c1	i	i	i	3.3	i	i	-4.6	i	i	1.8	i
Cc1cc(C)n(-c2nc3ccccc3c(=O)n2OCC(=O)OCc2ccccc2)n1	i	i	nt	nt	i	i	-9.6	i	i	10.8	i
CCCc1ccc(-c2ccc(C(=O)O)cc2)nc1	i	i	i	-5.8	i	i	5.9*	i	i	5.4	i
CC(C)OC(=O)CSc1nnc2c3ccccc3n(C)c2n1	i	i	i	3.4	i	i	-11.6	i	i	-8.6	i
O=c1c2ccccc2[nH]c(=S)n1CCCN1CCN(c2ccccc2)CC1	i	i	i	3.7	i	i	-7.8	i	i	-3.3	i
COc1ccc(-n2c(SCC(=O)c3c(N)n(C)c(=O)n(C)c3=O)nc3ccccc32)cc1	i	i	i	0.5	i	i	-6.0	i	i	nt	i
CN1C(=O)c2ccc(NC(=O)CSc3ccccc3)cc2C1=O	i	i	i	-3.0	i	i	-1.4	i	i	-6.6	i
Cn1cc(Br)c(C(=O)NNC(=O)c2ccc(Cl)cc2)n1	i	i	i	4.4	i	i	-7.7	i	i	1.3	i
O=C(OCCN=C1NS(=O)(=O)c2ccccc21)C1CC(=O)N(c2ccc3ccccc3c2)C1 (stereo not given)	i	i	i	1.6	i	i	-12.7	i	i	-5.9	i
O=C(CCSCCc1ccccn1)Nc1ccc(Cl)cn1	i	i	i	6.5	i	i	-10.0	i	i	0.0	i
COc1ccc(CN2CSC(=S)N(Cc3ccc(OC)cc3)C2)cc1	i	i	i	8.9	i	i	-6.5	i	i	-4.8	i
Cc1onc(-c2ccccc2)c1C(=O)Nc1nc2c(s1)CCCC2	i	i	i	5.8	i	i	-2.2	i	i	-2.8	i
CN1C(=O)NC(c2ccc(O)cc2)C2=C1CN(c1ccc(O)cc1)C2=O (stereo not given)	i	i	i	-0.2	i	i	-4.2	i	i	7.9	i
O=[N+]([O-])c1cccc(-c2csc(Nc3ccccc3)n2)c1	i	i	i	-8.3	i	i	-32.6	i	-13.5*	nt	i
C(=N\Nc1nc(N2CCOCC2)nc(N2CCOCC2)n1)/c1ccco1	nt	i	i	5.6	i	i	-10.8	i	nt	-6.2	i
COC(=O)c1ccc(C2C(Oc3ccccc3)C(=O)N2CCc2ccc(OC)c(OC)c2)cc1 (stereo not given)	i	i	i	-10.0	i	i	-12.0	i	i	0.6	i
Cn1cnnc1SCc1ccc(C(=O)N/N=C/c2cccs2)cc1	i	i	i	9.4	i	i	-14.9	i	i	3.8	i
CC(C)C(C)(C#N)NC(=O)CSc1nnc(C(F)(F)F)n1C (stereo not given)	i	i	i	2.9	i	i	-13.7	i	i	1.8	i
COCCNC(=O)C(c1ccc(C)cc1)N(CCOC)C(=O)CCC(=O)Nc1ccccn1 (stereo not given)	i	i	i	-5.1	i	i	-4.5	i	i	3.3	i
Cc1csc(NC(=O)CSc2nnc3ncccn23)n1	i	i	i	-6.0	i	i	-7.2	i	i	-7.3	i
CCC1(c2ccccc2)NC(=O)N(CC(=O)Nc2cc(S(=O)(=O)N3CCCCCC3)ccc2OC)C1=O (stereo not given)	i	i	i	4.5	i	i	-28.2	i	i	22.0	i
O=C(Nc1ccc2c(c1)CCC2)c1ccccc1	i	i	i	-7.1	i	i	-10.8	i	i	-6.8	i
CC(=O)N1CCN(c2ccc(Oc3nnnn3-c3ccccc3)cc2)CC1	i	i	i	-2.5	i	i	-10.0	i	i	-0.5	i
CCOc1ccccc1-c1nc(-c2cccc(Br)c2)no1	i	i	i	2.1	i	i	-10.8	i	i	-9.1	i
CCC(=O)Nc1ccc2c(c1)ncn2-c1ccccc1OC	i	i	i	-2.7	i	i	-6.2	i	i	-0.6	i
Clc1ccc(-c2c[n+]3c(n2-c2ccccc2)SCC3)cc1	i	i	i	-2.6	i	i	-9.2	i	i	2.6	i
Cc1cc(NS(=O)(=O)c2cn(C)nc2C)no1	i	i	i	-0.9	i	i	-4.6	i	i	4.3	i
COc1ccc(OC)c(S(=O)(=O)N2CCCC(C(=O)N3CCCC3)C2)c1 (stereo not given)	i	i	i	-3.8	i	i	-3.2	i	i	14.2	i
Cc1cc(C)cc(N(CC(=O)NCCSCc2ccco2)S(C)(=O)=O)c1	i	i	i	2.2	i	i	-9.2	i	i	-1.1	i
Cc1ccccc1OCC(=O)N/N=C/c1ccc(N2CCOCC2)o1	i	i	i	-2.1	i	i	-6.9	i	i	nt	i
Cc1nc2cc(-c3ccc(Cl)cc3)nn2c(NCCN(C)C)c1C	i	i	i	-0.4	i	i	-13.3	i	i	-6.4	i
O=C(NCc1ccc(F)cc1Cl)C1CCN(S(=O)(=O)N2CCC3(CC2)OCCO3)CC1	i	i	i	-0.9	i	i	-1.2	i	i	10.2	i
CC(C)(c1ccccc1)c1ccc(OCCN)cc1	i	i	i	9.2	i	i	-15.9	i	i	-2.5	i
O=C(NNS(=O)(=O)c1ccc([N+](=O)[O-])cc1)c1ccc([N+](=O)[O-])cc1	i	i	i	0.6	i	i	-10.1	i	i	7.6	i
CCCN1C(=O)CSC1=Nc1ccccc1	i	i	i	-3.8	i	i	-9.2	i	i	3.8	i
COc1ccc(C(=O)COC(=O)CCc2nc3ccccc3[nH]c2=O)cc1Br	i	i	i	-0.1	i	i	-8.0	i	i	1.0	i
O=C(Nc1ccc(-c2nnc(-c3ccccc3)o2)cc1)C(F)(F)F	i	i	i	0.9	i	i	-9.0	i	i	-6.2	i
O=C(NCCCNC(=O)c1cc(Cl)ccc1Cl)c1ccco1	i	i	i	-4.8	i	i	-3.9	i	i	3.6	i
CC(=O)N1CCN(c2ccccc2NC(=O)COc2ccccc2C)CC1	i	i	i	-3.7	i	i	-5.3	i	i	-1.1	i
COc1cc(-c2noc(C)c2C#Cc2ccccn2)cc(OC)c1OC	i	i	i	4.9	i	i	-3.3	i	i	-13.3	i
O=C1CN(CC(=O)N2CCOCC2)c2ccccc2O1	nt	i	i	6.3	i	i	-4.5	i	nt	1.7	i
CCN1C(=O)CSC1=Nc1cccc(C(=O)O)c1	i	i	i	-7.9	i	i	-7.6	i	i	-1.1	i
CCOc1ccc2nc(N(CCN(C)C)C(=O)c3ccc4c(c3)CCCC4)sc2c1	i	i	i	5.3	i	i	-14.7	i	i	-3.1	i
C=CCn1c(-c2ccc(Cl)cc2)cnc1SC(C)C(N)=O (stereo not given)	i	i	i	-2.0	i	i	-10.2	i	i	4.0	i
Cn1c(C(=O)NCC2CCCO2)cc2oc3ccccc3c21 (stereo not given)	i	i	i	9.1	i	i	-13.9	i	i	-15.8	i
O=C(CSc1nc2ccccc2o1)N1CCN(C(=O)c2ccco2)CC1	i	i	i	1.9	i	i	-7.2	i	i	0.1	i
Cc1ccc(C)c(NC(=O)CN(C)C(=O)Cc2ccccc2)c1	i	i	i	-1.0	i	i	-11.2	i	i	-1.9	i

(list continues)
smiles	TMEM16A act	KCNQ1 inh	ANO1 block	HDAC3 inh	RGS4 act	RGS4 block	hERG rescue	KCNK9 block	KCNK3 inh	SKKanGAS inh	KCNQ1 act
CCOc1ccc(NC(=O)c2sc(NC(C)=O)c(C(=O)OC)c2C)cc1	i	i	i	4.2	i	i	-1.6	i	i	5.4	i
CC(C)OC(=O)NCCOC(=O)Nc1ccccc1Cl	i	i	i	3.5	i	i	-14.3	i	i	-1.4	i
CN1CCC(NCCC(c2ccc(F)cc2)c2ccc(Cl)cc2)CC1 (stereo not given)	i	i	i	-0.1	i	i	-9.4	i	i	16.7	i
O=C1CCC(C(=O)Nc2ccccc2)N1 (stereo not given)	i	i	i	4.6	i	i	-3.5	i	i	-4.0	i
Cc1c(Cl)cccc1NC(=S)NN1CCOCC1	i	i	i	2.9	i	i	-10.5	i	i	-1.0	i
